HIF act: HIF pathway transcriptional activation; U2OS HRE-luciferase reporter, luminescence; normalized: DMSO 0%, desferrioxamine 100%; activation, % at 7.5 µM (by protocol); 300,000 tested, 0.32% active;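 active means mean activation of at least 10% of the iron chelator positive control signal, with at least half of replicates also reaching 10%; inconclusive means mean and replicate majority disagree about reaching 10%; inactive means mean and most replicates under 10%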
HDAC3 inh: blocks human histone deacetylase 3. AID 2718. O15379. recombinant HDAC3, fluorogenic peptide/trypsin coupled, fluorescence. 320,000 tested, 0.15% active. inhibition, % at 8.3 µM; in the data active means inhibition above about 26%, passing the limit was not always enough; inconclusive means no clear call, values can overlap the other calls
Target sequence (O15379 whole entry, looked up): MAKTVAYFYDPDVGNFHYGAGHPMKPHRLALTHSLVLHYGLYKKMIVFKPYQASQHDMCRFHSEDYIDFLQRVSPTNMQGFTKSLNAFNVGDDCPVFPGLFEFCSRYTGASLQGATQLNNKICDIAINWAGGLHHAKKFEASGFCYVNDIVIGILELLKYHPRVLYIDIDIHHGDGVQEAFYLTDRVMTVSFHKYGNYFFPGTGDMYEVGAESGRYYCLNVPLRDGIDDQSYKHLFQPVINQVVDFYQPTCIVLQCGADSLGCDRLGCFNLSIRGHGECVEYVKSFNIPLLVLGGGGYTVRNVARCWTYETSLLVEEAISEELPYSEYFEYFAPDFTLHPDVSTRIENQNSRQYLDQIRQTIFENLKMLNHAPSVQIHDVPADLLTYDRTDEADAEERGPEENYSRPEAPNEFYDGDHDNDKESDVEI
HSF1 inh: HSF1 inhibition; AID 2098; NIH3T3-HGL HSE-luciferase, MG132-induced, luminescence 8 h; stronger effect = lower value; activity change, negative = inhibition, % at 7.5 µM (by protocol); 300,000 tested, 0.77% active;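 active means more than half of replicate wells show activity change below -50%, luminescence cut by over half; inconclusive means some wells, but at most half, below -50%; inactive means no replicate well below -50%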;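 further: luciferase reports HSF-1 transcriptional activity via heat shock element; 0% = median of DMSO wells and -100% = zero luminescence signal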
HSF-1 act: increases HSF-1 driven luciferase reporter signal; 300,000 tested, 1.7% active; activation, % at 9 µM; NIH3T3-HGL HSF-1 luciferase reporter, MG132, 8 h; 100% = twice DMSO control signal; AID 504408;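 active means mean replicate activation of at least 50% with a set share of replicates each reaching 50%; inconclusive means only one of those two conditions met; inactive means mean below 50% and too few replicates reaching it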;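 further: 0% = median of the neutral control wells and 100% = twice that signal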
HSP90 refold inh: inhibitors of HSP90 luciferase refolding in rabbit reticulocyte lysate | 290,000 tested, 0.91% active | inhibition, % at 5.6 µM | luciferase refolding luminescence, 3 h;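 active means inhibition above the screen-wide mean plus 3 SD, computed separately per campaign, cut at about 16% in these data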;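 further: 0% = DMSO wells and 100% = 60 µM geldanamycin wells; inhibitors lower the luminescence because luciferase stays unfolded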
aSyn UTR inh: MLPCN primary screen, SNCA 5' untranslated region | alpha-synuclein 5'UTR reporter, inhibitor activity | inhibition, % (tested at 7.5 µM) | 300,000 tested, 0.82% active; in the data active means inhibition above about 60%; inconclusive means no clear call, values can overlap the other calls;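 further: H4 neuroglioblastoma cells stably carrying SNCA 5'UTR luciferase fusion; 0% = DMSO wells and 100% = positive control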
KLF5 inhibitor: inhibitors of KLF5 expression; AID 1700; 290,000 tested, 0.23% active; inhibition, % at 5 µM; DLD-1 KLF5 promoter-luciferase reporter, luminescence;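 active means inhibition above a per-plate limit of that plate's mean compound inhibition plus 3 SD, cut at about 60% in these data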;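 further: 0% = DMSO wells and 100% = LY294002 at 200 µM; higher means less KLF5 promoter-driven luciferase light; inactives centre near -14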
AI-2 QS mod: modulates the Vibrio harveyi AI-2 quorum sensing system; 300,000 tested, 0.4% active; AID 2094; activity change, % at 7.5 µM; Vibrio harveyi JMH597 AI-2 luminescence/OD600 ratio, 9 h; stronger effect = lower value; strain lacks LuxN and CqsS sensors; 0 = neutral-control median; in the data active means activity change below about -75%, passing the limit was not always enough; inconclusive means no clear call, values can overlap the other calls;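 further: luminescence divided by OD600 gain over 9 h not by final OD600 alone; inactives centre near 13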
IEC-6 tox: kills IEC-6 intestinal cells in KLF5 counter-screen | 290,000 tested, 0.78% active | inhibition, % at 5 µM | IEC-6 cytotoxicity, luminescence viability; in the data active means inhibition above about 22%;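 further: 0% = plate median of test compound wells and 100% = cytotoxic reference compound wells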
Platelet DG rel: modulates dense granule release in human platelets. human platelet-rich plasma, SFLLRN dense granule ATP release, luminescence. inhibition, %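 (compounds screened at 7.5 µM in platelet-rich plasma)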. 300,000 tested, 0.22% active. AID 1663;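 active means mean replicate score, as percent of positive control, at or above 50; inconclusive means mean below 50 but at least one replicate at or above 50; inactive means mean and every replicate below 50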
Active calls of the source: *; ? = inconclusive; / = not tested or not shown. Hits appear at their usual frequency; 5% or so of the library scored in one or more.

structure	HIF act	HDAC3 inh	HSF1 inh	HSF-1 act	HSP90 refold inh	aSyn UTR inh	KLF5 inhibitor	AI-2 QS mod	IEC-6 tox	Platelet DG rel
Cc1ccc(NC(=O)[C@H](CC(C)C)NC(=O)[C@@H]2Cc3ccccc3CN2)cc1	0.5	0	-5	-26	-2	-20	-2	7	-2	0
O=S(=O)(c1ccc(F)cc1)N1CCN=C1SCc1cccc(F)c1	0.2	-2	3	12	2	3	-21	0	-3	-8
COc1ccc(CC(=O)OC(C)C(=O)Nc2ccc(S(N)(=O)=O)cc2)cc1 (stereo unspecified)	-0.4	11	-4	0	/	1	/	39	/	13
COc1ccc(CC(NC(C)=O)C(=O)NC2CCN(C(=O)c3cnccn3)CC2)cc1 (stereo unspecified)	-0.3	-1	-4	20	4	21	-14	6	6	-1
COc1ccc(N(CC(=O)NCc2ccc3c(c2)OCO3)C(=O)c2csnn2)cc1	1.7	1	8	9	0	-61	-37	16	-4	-7
Cc1ccccc1Nc1nc(N)nc(CSc2nnc(-c3ccccc3)n2C)n1	1.3	2	4	-11	1	-17	-19	22	0	0
O=C(CNC(=O)c1ccccc1)NC1(C(=O)NC2CCCC2)CCCCC1	-0.2	2	1	-4	4	11	-30	14	6	-7
CCCCN1C(N)=NC[C@@H]1Cc1ccccc1	0.0	2	-5	-22	/	9	/	8	/	-2
CC1CCN(C(=O)CSc2nnc(-c3ccc(S(=O)(=O)N4CCOCC4)cc3)n2C)CC1	0.2	-8	-3	-6	1	4	-37	4	4	6
NC(=S)NC(=O)/C=C/c1ccccc1	-0.2	9	4	7	-1	-111	-39	-2	2	3
Cc1cccc(-c2nnc(-c3ccccc3)o2)c1	2.8	3	38	?	0	-127	-30	19	6	1
CCOc1ccc(NC(=O)CCNS(=O)(=O)c2cccc3nsnc23)cc1	-0.3	2	3	19	-5	4	-12	25	0	1
COc1ccccc1C(=O)Nc1ccc2c(c1)nc1n2CCN(Cc2ccccc2)C1	0.1	-7	0	4	5	-21	-9	21	-3	-3
Cc1cccc(NC(=O)Cn2c(C)c(C#N)c3ccccc32)c1C	2.0	1	-3	-9	-3	10	-14	-3	0	4
Cc1c(NC(=O)C(C)N2C(=O)c3ccccc3C2=O)c(=O)n(-c2ccccc2)n1C (stereo unspecified)	0.1	-8	-2	3	-2	-1	-22	24	-1	-6
Cc1c(NC(=S)NC(=O)C2CCCCC2)c(=O)n(-c2ccccc2)n1C	0.1	-4	1	-9	3	0	-9	3	4	-13
Cc1cc(C)c(S(=O)(=O)N2CCC3(CC2)OCCN3S(=O)(=O)c2cccs2)c(C)c1	-1.4	/	-1	-3	/	-12	/	10	/	-10
CNC(=O)c1sc(-c2cccnc2)nc1C	-0.2	2	0	2	1	-3	8	3	-2	-3
O=C(Nc1ccccc1)C1=C[C@H](c2ccc3c(c2)OCO3)C[C@H](OCc2ccc(CO)cc2)O1	1.9	-2	-6	-13	8	-59	-29	13	3	-1
CN/N=C/c1ccc(C#N)cc1	-0.6	?	2	13	-4	6	-46	16	2	-1
CC(=O)Nc1nonc1NC(C)=O	0.0	2	-2	0	-2	-10	-25	3	1	3
COc1cc(OC)c2c(c1)C(=O)OC2OC (stereo unspecified)	-0.8	3	-6	-4	-3	-2	-31	31	4	4
Cc1ccc(NC(=O)N2CCN(C/C=C/c3ccccc3)CC2)cc1	-0.2	?	9	2	5	30	4	13	4	-2
CS(=O)(=O)N(CC(=O)N1CCCCCC1)c1ccc(Cl)cc1	-1.0	-4	7	-2	-3	4	-3	14	0	1
Cc1nn(Cc2ccccc2)c2c1C(c1ccccc1)C(C#N)=C(N)O2 (stereo unspecified)	0.2	5	2	14	8	0	9	12	-2	0
C=C(C)C1CC=C(CN2CCN(Cc3ccccc3)CC2)CC1 (stereo unspecified)	1.6	0	-2	-20	5	-7	-6	1	-1	-3
Cc1nc(C(=O)NNC(=O)c2c(-c3c(Cl)cccc3Cl)noc2C)cs1	-0.1	-2	-1	7	-4	63*	6	11	17	-7
C/C=C\C=C\C(=O)N1CC2(CC(c3cccc(NC(=O)CC(c4ccccc4)c4ccccc4)c3)=NO2)C[C@H]1C(N)=O (stereo partly specified)	-0.3	-1	2	6	/	11	/	16	/	-4
CC(=O)Nc1ccc(S(=O)(=O)N2CCN=C2SCc2ccc([N+](=O)[O-])cc2)cc1	-0.1	-6	8	10	-1	-9	-28	7	9	-16
CN1C(=O)CC(NNC(=O)c2ccccc2)C1=O (stereo unspecified)	0.1	-2	-9	-8	1	-1	-13	0	5	-6
O=[N+]([O-])c1cccc(-c2nnc3c4ccccc4c4ccccc4n23)c1	-0.2	3	-2	12	3	27	-9	15	4	-6
O=C(Nc1csc(Cl)c1)c1ccccc1	4.1	-4	0	30	/	-161	/	24	/	5
COc1ccccc1N1CCN(C2=Nc3cccc4cccc2c34)CC1	5.2	6	0	-3	3	-181	-85	11	14	-4
Cc1cc(C(=O)N2CCC(Cc3ccccc3)CC2)c(C)o1	0.1	4	-12	-6	5	0	-16	26	6	14
CCOC(=O)c1c(C)nsc1NCc1ccccc1	-0.7	6	-5	29	/	28	/	-14	/	9
Cc1cc(NC(=O)COC(=O)C2CCN(S(=O)(=O)c3cccc(Cl)c3Cl)CC2)no1	-0.1	-2	2	5	6	6	-17	4	1	3
CSc1nc(O)c(Cc2ccccc2)c(=O)[nH]1	/	0	-3	-5	6	8	3	43	1	1
COc1ccc2c([N+](=O)[O-])c(Cl)[nH]c2c1	-0.1	2	-4	-5	0	-12	-18	23	-1	33
O=C(CCc1ccc(S(=O)(=O)NCc2ccccc2)cc1)NCc1cccnc1	0.2	-4	-10	-3	2	3	2	19	-6	9
COc1ccc(-c2c(NC(=O)c3ccco3)n(-c3ccc(C)cc3)nc(C)c2=O)cc1	0.0	-2	-13	-1	2	10	-11	10	-6	-5
COc1ccc(-c2c(C(=O)O)c(-c3ccccc3)cn2C)cc1	2.2	1	4	-3	/	-43	/	14	/	-1
Cc1occc1C(=O)NNC(=O)c1ccccc1C(=O)O	6.2	-1	21	21	1	-74	-121	20	13	-2
COc1cc(/C=N/NC(=O)c2ccc(F)cc2)ccc1OC(=O)c1ccco1	0.0	10	1	-3	-2	-21	0	14	12	2
COc1ccc2c(c1)SC1=NCCS(=O)(=O)N12	-0.1	-7	-4	-6	0	-5	-44	19	-2	3
O=c1cc(CN2CCOCC2)c2ccc(O)c(O)c2o1	-0.1	-4	-7	-2	-4	5	-26	12	-7	2
Cc1noc(C)c1C(=O)OCC(=O)NC(=O)NC12CC3CC(CC(C3)C1)C2	-0.3	1	-2	3	-1	-15	19	-59	-1	-2
Cc1cc(C)c2nc3nc(C)c(C)cc3c(N)c2c1	0.1	/	0	-5	1	4	-10	36	18	-2
CCCn1c(C)cc(/C=C(\C#N)C(=O)O)c1C	-0.3	18	6	14	2	-5	-31	4	-11	1
CC(C)(C)c1ccc(C(=O)Nc2ccc(CN3CCS(=O)(=O)CC3)cc2)cc1	0.6	8	6	3	6	-68	-26	2	0	1
COc1cc(C2C(C(=O)/C=C/c3ccccc3)=C(O)C(=O)N2c2ccccn2)ccc1O (stereo unspecified)	-0.2	5	2	7	0	-37	-23	7	-2	-1

Following part:
structure	HIF act	HDAC3 inh	HSF1 inh	HSF-1 act	HSP90 refold inh	aSyn UTR inh	KLF5 inhibitor	AI-2 QS mod	IEC-6 tox	Platelet DG rel
Cc1ccc(C(OCC(O)CNC(C)c2ccccc2)c2ccccc2)cc1 (stereo unspecified)	-0.9	?	13	21	-2	9	-21	29	-4	2
Cc1cc(=O)n2[nH]c(-c3ccccc3Cl)cc2n1	0.5	-5	11	28	0	-38	-45	32	7	1
O=P(O)(CCc1ccncc1)CN1CCCCC1	/	1	-2	-1	-1	-2	-16	15	-3	-8
CS(=O)(=O)c1ccc2nc(NC(NC(=O)c3ccco3)(C(F)(F)F)C(F)(F)F)sc2c1	-0.1	0	-8	4	2	24	-13	22	3	-10
CCCCNc1nc2c(c(=O)n(C)c(=O)n2C)n1CCC	-0.2	-1	-3	-5	/	14	/	11	/	22
CC1C=CCC2C(=O)N(c3cc(Cl)ccc3O)C(=O)C12 (stereo unspecified)	-0.4	0	-9	-2	-3	0	-22	12	0	1
COC(=O)C1C2C=CC3(CN(C(C)C)C(=O)C13)O2 (stereo unspecified)	-0.1	-6	-4	-4	-1	5	-39	17	1	3
Cc1cccc(Cc2nnc(CCC(=O)N(C)C3CCOC3)o2)c1 (stereo unspecified)	1.6	-5	12	5	-4	-24	-6	17	-8	1
COc1cc(CN2CCC(n3nccc3NC(=O)c3ccc4c(c3)OCO4)CC2)ccc1O	0.2	6	4	30	-2	6	-26	0	-1	25
Cc1ccc(N(C(=O)c2snc(C(N)=O)c2N)C(C(=O)NCc2ccccc2)c2ccncc2)c(C)c1 (stereo unspecified)	1.1	-1	-5	-1	2	-24	-14	/	6	4
Cc1cccc2nc(-c3cccnc3)c(NCCC(C)C)n12	-0.3	-2	20	44	-1	-12	-13	3	-8	4
CCCNC(=O)c1ccc(CNc2c(N3CCC(C(=O)OCC)CC3)c(=O)c2=O)cc1	-0.2	5	-10	2	1	7	-19	2	-6	-8
S=c1[nH]nc(CCc2nc3ccccc3[nH]2)n1-c1ccccc1	0.0	3	-7	9	1	3	-1	2	0	0
COc1ccc(CC(=O)Nn2c(-c3ccccc3)nc3ccccc3c2=O)cc1	-0.1	-2	-2	-5	4	-16	19	9	-6	-9
CCOc1ccc(-c2c(C(=O)N/N=C/c3ccc(Cl)cc3)nnn2-c2nonc2N)cc1	-0.4	-4	-2	5	4	-11	-29	59	0	24
COc1ccc(CNC(=O)/C=C/c2cc([N+](=O)[O-])ccc2OC(F)F)cc1OC	-0.3	-1	4	3	11	18	-26	11	9	6
Cc1ccc(S(=O)(=O)N2CCCCC2C(=O)N2CCN(c3ccccc3F)CC2)cc1 (stereo unspecified)	-0.2	6	6	0	6	16	-23	39	2	-10
CSc1ncccc1C(=O)NCCc1ccccc1	0.5	0	-3	10	-1	8	-21	18	6	-4
O=[N+]([O-])c1ccccc1S(=O)(=O)NCc1ccc(F)cc1	-0.1	0	6	-9	-3	-39	-20	-1	-6	0
COn1c(SCc2cccc(Cl)c2)nc2ccccc2c1=O	0.0	2	8	12	-4	19	2	34	5	-12
Cc1ccc(SCC(=O)NCCN2C(=O)CSC2=O)c(C)c1	1.3	-8	-2	4	0	-11	-3	20	2	6
CC(C)CCNc1ncnc2c1cnn2Cc1ccccc1Cl	-0.1	5	-13	-4	-1	7	-21	9	1	2
COc1ccc(S(=O)(=O)N2Cc3ccccc3CC2C(=O)N2CCOCC2)cc1OC (stereo unspecified)	-0.1	3	-5	-5	-1	-7	-2	2	3	-6
Cn1c(NC(=O)CC(C)(C)C)cc(=O)n(C)c1=O	/	2	/	/	0	/	-12	/	-1	/

High-throughput results as filed in PubChem BioAssay.
